Source: PubChem BioAssay
miR-122 sensor = inhibitors of miR-122 in Huh7 cells; activation (reporter increase), % at 12.5 µM; Huh7 miR-122 Renilla luciferase sensor, 48 h; neutral wells = 0, positive control = 100; 0.3% of 340,000 active; AID 602342;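 active = mean replicate activation score at least 90 and every replicate individually at or above 90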;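 note: higher luciferase means less miR-122 activity so hits act as miR-122 inhibitors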
* = called active by the depositor. The list is partial; the hit share may differ from the screen's.

How did O=C(CN1CCCCC1)Nc1ccc(S(=O)(=O)N2CCOCC2)cc1 do in these assays?
miR-122 sensor: -2

Results for N#CC1=C(Nc2ccccc2)SC=C(c2ccc(Br)cc2)N=C1N1CCOCC1 ?
miR-122 sensor: 0

What do the screens show for `CCC(C)(C)n1nnnc1C(c1ccc(OC)c(OC)c1)N1CCN(c2ccc(OC)cc2)CC1` (configuration not stated)?
miR-122 sensor: 4

Results for COC(=O)/C(=C\Nc1ccccc1)NC(=O)c1ccc(Cl)cc1Cl ?
miR-122 sensor: 10

Results for CC(C)Oc1ccc(C(=O)N/N=C/c2ccc(-c3ccc(S(=O)(=O)Nc4ncccn4)cc3)o2)cc1 ?
miR-122 sensor: -3

How did CCN(CCCNC(=O)C1CCN(S(=O)(=O)N2CCOCC2)CC1)c1cccc(C)c1 do in these assays?
miR-122 sensor: 2

Results for CSc1nnc2c3ccccc3n(Cc3ccccc3)c2n1 ?
miR-122 sensor: 5

How did c1cncc(-c2nc(-c3cccs3)cs2)c1 do in these assays?
miR-122 sensor: 2

Results for CCOC(=O)c1ccc(NC(=O)C2C3C=CC(C3)C2C(=O)O)cc1 (configuration not stated) ?
miR-122 sensor: -1

Results for CN1C(=O)c2ccccc2Sc2ccc(NC(=O)N3CCCC3)cc21 ?
miR-122 sensor: 1

What do the screens show for `CCOc1ccccc1OCC(=O)Nc1ccc(N2CCCCC2)cc1`?
miR-122 sensor: -3

What do the screens show for `Cc1ccc(Oc2ncccc2/C=N/OCc2ccc(Cl)c(Cl)c2)cc1`?
miR-122 sensor: 9

How did Cc1cccc(CN2CCN(CC(=O)NCCCN3CCN(c4ccc(F)cc4)CC3)C2=O)c1 do in these assays?
miR-122 sensor: -2

What do the screens show for `CC1=C(C(=O)Nc2ccccc2)C(c2ccccn2)n2ncnc2N1` (configuration not stated)?
miR-122 sensor: 6

Results for COc1ccc(/C(N)=C/C(=O)C(C)(C)C)cc1 ?
miR-122 sensor: -3

How did CCc1ccccc1N(CC)C(=O)CCc1nc(-c2ccc(C)cc2)no1 do in these assays?
miR-122 sensor: 6

Results for O=C(COC(=O)C1=COCCO1)Nc1ccccc1Oc1ccccc1 ?
miR-122 sensor: -3

How did Cc1cc(C)n(-c2nc(NCc3cccnc3)c3c4c(sc3n2)COC(C)(C)C4)n1 do in these assays?
miR-122 sensor: 5

What do the screens show for `Cc1[nH]nc(-c2ccc(OCc3cnn(-c4ccccc4)c3)cc2O)c1Oc1ccc(Cl)cc1`?
miR-122 sensor: 2

What do the screens show for `O=C(CCSc1ccccc1)Nc1ccc(OCc2ccccc2)cc1`?
miR-122 sensor: -12

Results for O=C(Cn1cccc1C(=O)c1ccccc1)NCc1cccnc1 ?
miR-122 sensor: -2

What do the screens show for `O=C(CSc1nnc(Cc2cccs2)n1Cc1ccco1)Nc1ccc(Br)cc1`?
miR-122 sensor: 14

Results for CCOC(=O)c1sc(NC(=O)CNC(=O)Cn2cnc3sc(C)c(C)c3c2=O)nc1C ?
miR-122 sensor: -4

Results for CCOc1cc(CNc2ccc3c(c2)OCCO3)cc(Br)c1OCC ?
miR-122 sensor: 21

Results for COc1ccc(NC(=O)Nc2ccccc2C)c(OC)c1 ?
miR-122 sensor: -2

What do the screens show for `Cc1noc(C)c1COc1ccc(C(=O)OCC(=O)NC2CCCCC2C)cc1` (configuration not stated)?
miR-122 sensor: -2

How did O=C(Nc1ccc2c(c1)OCCO2)c1ccc(Cl)c(S(=O)(=O)N2CCOCC2)c1 do in these assays?
miR-122 sensor: 2

Results for Cc1cccc(C)c1NC(=O)CSc1nnc(-c2ccco2)c(-c2ccco2)n1 ?
miR-122 sensor: 1

How did CN(C)CC/C=C1/c2ccccc2Sc2c(O)cc(Cl)cc21 do in these assays?
miR-122 sensor: -3

How did Cc1cc(Cl)ccc1OC(C)C(=O)Nc1ccc(S(=O)(=O)Nc2cnc3ccccc3n2)cc1 (configuration not stated) do in these assays?
miR-122 sensor: 36

Results for Fc1ccc(CSc2nnc(CN3CCOCC3)n2-c2ccccc2)c(Cl)c1 ?
miR-122 sensor: 3

What do the screens show for `COc1cccc(OCCCCSc2ncccn2)c1`?
miR-122 sensor: -4

What do the screens show for `O=S(=O)(c1cccc(C(F)(F)F)c1)N1CCC(O)(c2cccnc2)CC1`?
miR-122 sensor: 1

Results for C=CCc1cccc2cc(C(=O)NC(C)(C)C)c(=O)oc12 ?
miR-122 sensor: -4

Results for CC1(C(=O)CSc2nc3ccccc3s2)CCC(=O)O1 (configuration not stated) ?
miR-122 sensor: 4

How did CC(C)CC(=O)Nc1nnc(S(=O)(=O)N(C)Cc2ccco2)s1 do in these assays?
miR-122 sensor: 4

What do the screens show for `Cc1cc(SC(C)C(=O)Nc2c(C)n(C)n(-c3ccccc3)c2=O)nc2ccccc12` (configuration not stated)?
miR-122 sensor: -4

What do the screens show for `Cc1ccc2cc(CN(Cc3ccco3)C(=O)C3CCCCC3)c(=O)[nH]c2c1C`?
miR-122 sensor: -1

How did O=C1CCCC2=C1C1(CCCCC1)N=C(Nc1nc3ccccc3s1)N2 do in these assays?
miR-122 sensor: 1

How did Cc1ccccc1-c1c(C)oc2cc(O)ccc2c1=O do in these assays?
miR-122 sensor: -2

Results for CCOC(=O)c1[nH]c2ccc(OC)cc2c1NC(C)=O ?
miR-122 sensor: -4

Results for O=C(Nc1cccc2cccnc12)c1ccc2c(c1)OCCO2 ?
miR-122 sensor: 6

Results for Cc1ccc(S(=O)(=O)N2CCOCC2)cc1NC(=O)COC(=O)CCC(=O)c1cccs1 ?
miR-122 sensor: -2

How did Cc1nn(CC(=O)NCCc2ccccc2)c(=O)c2ccccc12 do in these assays?
miR-122 sensor: -6

Results for CCc1ccc2c(CC(=O)Nc3nnc(C4CC4)s3)coc2c1 ?
miR-122 sensor: 1

Results for CC(C)(C)Nc1cccccc1=O ?
miR-122 sensor: 0

What do the screens show for `CN(C)C(=O)CSc1nnc(Cc2ccc([N+](=O)[O-])cc2)o1`?
miR-122 sensor: -7

What do the screens show for `Cc1nc(NC(=O)C2CC2)sc1C(=O)N1CCCCC1`?
miR-122 sensor: 6

Results for O=C(CN1C(=O)c2ccccc2S1(=O)=O)Nc1ccccc1C(=O)NCc1ccco1 ?
miR-122 sensor: 2

Results for Cc1cc(C(=O)CSc2nnc(-c3cccs3)n2Cc2ccccc2)c(C)n1C ?
miR-122 sensor: -4

How did CC1CCCCN1S(=O)(=O)c1ccc2c(c1)oc(=O)n2CC(=O)O (configuration not stated) do in these assays?
miR-122 sensor: -5

What do the screens show for `COc1ccc(C(=O)N(CCCO)Cc2cc3c(C)ccc(C)c3[nH]c2=O)cc1OC`?
miR-122 sensor: -4

What do the screens show for `COc1ccc(S(=O)(=O)N(C)CC(=O)N2CCC(C(N)=O)CC2)cc1Cl`?
miR-122 sensor: 7

Results for C=C(C)COc1ccc(-c2nc(N)ncc2Oc2ccccc2OCC)c(O)c1 ?
miR-122 sensor: -4

What do the screens show for `O=C(Nc1ccccc1C(=O)N1CCN(Cc2ccccc2)CC1)c1ccccn1`?
miR-122 sensor: 4

What do the screens show for `COc1ccc(/C(O)=C2/C(=O)C(=O)N(CCN(C)C)C2c2ccc(OC)c(OC)c2)c(C)c1` (configuration not stated)?
miR-122 sensor: 0

What do the screens show for `CO/N=C(/CNC(=O)c1ccc(F)cc1)c1ccc(Cl)cc1`?
miR-122 sensor: 1

What do the screens show for `CCC(C)NC(=O)CCCc1ccccc1` (configuration not stated)?
miR-122 sensor: -3

What do the screens show for `CCC(CO)N=CC1=C(O)C(C(=O)c2ccccc2)CCC1=O` (configuration not stated)?
miR-122 sensor: 0

What do the screens show for `COn1cnnc1-c1ccccc1`?
miR-122 sensor: -2

Results for CSc1ncc2c(n1)-c1cc(C)ccc1SC2 ?
miR-122 sensor: -3

What do the screens show for `NC1=NC[C@@H](CC2CCCCC2)N1CCc1cc(C(F)(F)F)cc(C(F)(F)F)c1`?
miR-122 sensor: -35

What do the screens show for `CN1C(=O)C2(c3ccccc31)C1CCCC=C1C(C#N)=C(N)C2(C#N)C#N` (configuration not stated)?
miR-122 sensor: 5

Results for COc1ccccc1NS(=O)(=O)c1cc(C(=O)N2CC(C)CC(C)C2)ccc1C (configuration not stated) ?
miR-122 sensor: 40

What do the screens show for `Cc1ccc(C)n1NC(=O)c1ccc(Cl)cc1Cl`?
miR-122 sensor: -2

How did CCOc1cc(NC(=O)c2cccs2)c(OCC)cc1NC(=O)c1ccco1 do in these assays?
miR-122 sensor: 3

Results for CCCCC(=O)C1CCN(Cc2ccccc2)CC1 ?
miR-122 sensor: -5

Results for CO/N=C/NC(=O)C1=NOC(CNc2ncc(C(F)(F)F)cc2Cl)C1 (configuration not stated) ?
miR-122 sensor: 1

How did Cc1c(/C=C/C(=O)c2ccccc2)cnn1C do in these assays?
miR-122 sensor: 5

What do the screens show for `O=C(C(Cc1ccccc1)N1C(=O)c2ccccc2C1=O)N1CCc2ccccc21` (configuration not stated)?
miR-122 sensor: 5

What do the screens show for `CCOc1ccccc1N1CCN(C(=O)C2c3ccccc3Oc3ccccc32)CC1`?
miR-122 sensor: 23

How did O=C(O)c1c[nH]c2cc(C(F)(F)F)ccc2c1=O do in these assays?
miR-122 sensor: -1

Results for CCCN(CC1CC1)c1nc(N)c(C#N)c(CC#N)c1C#N ?
miR-122 sensor: 1

How did CCOC(=O)C1=C(Nc2cccc(Cl)c2)OCC1=O do in these assays?
miR-122 sensor: -3

What do the screens show for `CCOC(=O)c1ccc(-n2[nH]c(-c3ccccc3)cc2=O)cc1`?
miR-122 sensor: 20

What do the screens show for `O=C1C2CCCCN2C(=O)N1CCCCN1CCN(c2ccc([N+](=O)[O-])cc2)CC1` (configuration not stated)?
miR-122 sensor: -8

Results for [O-]/[N+](=C\c1ccccc1)[C@@H]1CCCC[C@@H]1/[N+]([O-])=C/c1ccccc1 ?
miR-122 sensor: 2

What do the screens show for `O=C(NCCCn1ccnc1)Nc1cccc2ccccc12`?
miR-122 sensor: 4

How did COc1ccc2nc(NC(=O)CCn3cccc3)sc2c1 do in these assays?
miR-122 sensor: 6

How did CCc1ccc(NC(=O)C2CCN(S(=O)(=O)c3ccc4c(c3)N(C(C)=O)CCO4)CC2)cc1 do in these assays?
miR-122 sensor: -2

How did Cc1cc(C)n2nc(-c3sccc3-n3cccc3)cc2n1 do in these assays?
miR-122 sensor: -5

How did CCCCOc1ccc(/C=N/NC(=S)Nc2cc(C)ccc2C)cc1 do in these assays?
miR-122 sensor: 2

What do the screens show for `O=C1NCCN1C(=O)C12CC3CC(CC(C3)C1)C2`?
miR-122 sensor: -8

How did COc1ccc(C2CC(c3ccccc3)Nc3nc(NC(=O)c4ccco4)nn32)cc1 (configuration not stated) do in these assays?
miR-122 sensor: 0

What do the screens show for `O=[N+]([O-])c1ccc(S(=O)(=O)c2cccc(C(F)(F)F)c2)nc1`?
miR-122 sensor: -13

Results for COc1cc(C(=O)Nc2cc(-c3nc4cc(C)ccc4o3)ccc2C)cc(OC)c1OC ?
miR-122 sensor: -2

How did Cc1onc(-c2c(F)cccc2Cl)c1C(=O)N1CCc2ccccc2C1 do in these assays?
miR-122 sensor: 10

Results for Cc1ccc(Nc2nc3nonc3nc2N(C)C)cc1 ?
miR-122 sensor: 9

Results for COc1ccc(Cl)cc1S(=O)(=O)n1cnc2ccccc21 ?
miR-122 sensor: 6

How did O=C(Nc1cc2nn(-c3ccccc3)nc2cc1Cl)c1ccco1 do in these assays?
miR-122 sensor: 4

How did O=C(CSc1nnnn1-c1ccccc1)Nc1ccc(N2CCOCC2)c(Cl)c1 do in these assays?
miR-122 sensor: -14

How did COc1ccccc1NC(=O)c1ccc(CN(c2cc(Cl)ccc2C)S(=O)(=O)c2ccccc2)cc1 do in these assays?
miR-122 sensor: -1

How did c1ccc(OCCSc2nc3ccccc3[nH]2)cc1 do in these assays?
miR-122 sensor: 0

What do the screens show for `COc1ccc(C/C(O)=C(\C#N)c2nc3ccccc3[nH]2)cc1OC`?
miR-122 sensor: 3

Results for CCOC(=O)N1CCC(n2c(=S)[nH]c3cc(OCC)c(OCC)cc3c2=O)CC1 ?
miR-122 sensor: 1

What do the screens show for `CC1CCC(NC(=O)C2CCN(c3c4c(nc5ncnn35)CCC4)CC2)CC1` (configuration not stated)?
miR-122 sensor: -4

What do the screens show for `Cc1cccc(-c2nc3c(c(SCC(=O)N4CCOCC4)n2)CCCC3)c1`?
miR-122 sensor: 2

Results for CNC(=O)Cn1ncc2c(C)n(Cc3ccc(C)cc3)c(C)c2c1=O ?
miR-122 sensor: -7

How did O=C(CC1Oc2ccccc2NC1=O)NCCCN1CCN(Cc2ccccc2)CC1 (configuration not stated) do in these assays?
miR-122 sensor: 5

Results for CCOc1ccc(C(=O)NC2CCN(C(=O)N3CCCC3)CC2)cc1 ?
miR-122 sensor: 0
